From PubChem BioAssay
HTT ATP protect – qHTS Multiplex Assay to Identify Dual Action Probes in a Cell Model of Huntington: Cytoprotection (ATP) | PC12 HTT-Q103 induced, cytoprotection, ATP luminescence, 40 h | 0.14% of 230,000 active | Potency, µM (highest dose often 56.4 µM), for inactives: cytoprotection (ATP increase), usual class: activators | AID 1471, 2008;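 further: potency means the concentration at half of the fitted maximal effect; % of control where 0% means no effect; nearly all actives have a fitted effect of over 45% in size; toxic huntingtin expression switched on by the ecdysone agonist tebufenozide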
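Compounds were screened for protection of PC12 cells against cell death after tebufenozide induction (100 nM final) of mutant Huntingtin exon 1 (Q103) fused to GFP.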
SMN2 splice up – qHTS Assay for Enhancers of SMN2 Splice Variant Expression; HEK293 SMN2-luciferase splicing reporter, luminescence, 30-36 h; Potency, µM (highest dose often 46.1 µM), for inactives: top-dose activity change, positive = activation, hits mostly activators; 2.8% of 210,000 active; AID 1458, 2008; further: potency means the concentration at half of the fitted maximal effect; % of control where 0% means no effect; nearly all actives have a fitted effect of over 55% in size
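HEK293 cells carry an SMN2 […]–luciferase reporter in which exon 7 inclusion puts luciferase in frame. Cells were plated 10-12 h before compound addition, then incubated 30-36 h at 37C. ONE-Glo luminescence was read; sodium butyrate at 4.5 mM final served as control.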
Luc counter – Counterscreen for Luciferase (Kinase-Glo TM) Inhibition; Luciferin 4-monooxygenase (Photuris pensylvanica), Q27757; 0.28% of 200,000 active; Potency, µM (titrated, usually from 38.3 µM), for inactives: at the top dose activity change, negative = inhibition, hits mostly inhibitors; AID 1379, 2008; Kinase-Glo luciferase, ATP luminescence, 8 min; further: potency means the concentration at half of the fitted maximal effect; on the % scale 0 is the no-effect control and ±100 the full control effect; nearly all actives have a fitted effect of over 60% in size
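Luminescence was the read-out, taken after 8-minute incubation at ambient temperature. Luciferase turned over luciferin with 10 uM ATP in imidazole pH 7.2 buffer containing KCl, MgCl2, Tween 20 and BSA.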
HTT aggregate – qHTS Multiplex Assay to Identify Dual Action Probes in a Cell Model of Huntington: Aggregate Formation (GFP). PC12 HttQ103-GFP aggregates, Acumen cytometry, 40 h. Potency, µM (titrated, usually from 46.1 µM), without a hit: at the highest dose activity change, negative = inhibition, actives largely listed as inhibitors. 1.1% of 220,000 active. AID 1688, 2009; further: potency means the concentration at half of the fitted maximal effect; on the % scale 0 is the no-effect control and ±100 the full control effect; nearly all actives have a fitted effect of over 60% in size
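Ecdysone-promoter PC12 model expressing HTT exon 1 Q103 fused to GFP, induced by tebufenozide at 100 nM final. Compounds titrated; aggregates sized 1–25 µm scored on a 488 nm laser cytometer.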
LMNA splice mod – qHTS Assay for Modulators of Lamin A Splicing | HeLa LMNA splicing GFP/RFP minigene ratio, 48 h | Potency, µM (top dose mostly 46.1 µM), without a hit: at the top dose ratio change, negative = inhibition, most hits filed as inhibitors | 0.01% of 200,000 active | AID 1487, 2009; active means well fitted inhibition curve with a large enough effect in the signal ratio, with a control signal flat, not every such curve was filed as active; inconclusive means small, poorly fitted or top-dose-only effect, or effect the other way, or a change in a side signal; the % refers to the signal ratio; further: potency means the concentration at half of the fitted maximal effect; on the % scale 0 is the no-effect control and ±100 the full control effect
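S3 HeLa stable clones carrying a lamin A-EGFP splicing minigene plus DsRed2 were seeded at 600 cells/well in Opti-MEM with 2% FBS, pin-dosed and incubated 48 h at 37°C. Acumen cytometry (488 nm) gave the GFP/RFP total-intensity ratio.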
IMPase Li cell – qHTS Assay for Identifying the Cell-Membrane Permeable IMPase Inhibitors: Potentiation with Lithium; CHO-M1 cells, IP1 TR-FRET (IP-One), carbachol + lithium; Potency, µM (highest dose often 59.4 µM), for the others: at the highest dose activity, negative = IMPase inhibition, most hits filed as inhibitors; 0.35% of 210,000 active;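 further: IP1 builds up when IMPase is blocked and the TR-FRET signal falls; potency means the concentration at half of the fitted maximal effect; plate controls were basal vehicle for no effect and high inhibitor control for full effect; nearly all actives have a fitted effect of over 50% in size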
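Steps: plate 2000 CHO-M1 cells per well and culture 16–30 h; add compound and lithium; incubate 30 min, 37C; add d2-IP1 tracer and Eu cryptate anti-IP1 antibody in lysis buffer; read after 10 min at room temperature.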
CBFb RUNX1 block – qHTS Assay for Compounds Blocking the Interaction Between CBF-beta and RUNX1 for the Treatment of Acute Myeloid Leukemia. Runt-related transcription factor 1 (Homo sapiens) + Core-binding factor subunit beta …. AlphaScreen CBFb-His/RUNX1-biotin binding, biochemical. Potency, µM (doses to about 59.8 µM), inactives show at the top dose activity, negative = inhibition, actives largely listed as inhibitors. 230,000 tested, under 10 active. AID 1477, 2009; further: % of control where 0% means no effect
Target sequence (Q01196 whole entry, looked up): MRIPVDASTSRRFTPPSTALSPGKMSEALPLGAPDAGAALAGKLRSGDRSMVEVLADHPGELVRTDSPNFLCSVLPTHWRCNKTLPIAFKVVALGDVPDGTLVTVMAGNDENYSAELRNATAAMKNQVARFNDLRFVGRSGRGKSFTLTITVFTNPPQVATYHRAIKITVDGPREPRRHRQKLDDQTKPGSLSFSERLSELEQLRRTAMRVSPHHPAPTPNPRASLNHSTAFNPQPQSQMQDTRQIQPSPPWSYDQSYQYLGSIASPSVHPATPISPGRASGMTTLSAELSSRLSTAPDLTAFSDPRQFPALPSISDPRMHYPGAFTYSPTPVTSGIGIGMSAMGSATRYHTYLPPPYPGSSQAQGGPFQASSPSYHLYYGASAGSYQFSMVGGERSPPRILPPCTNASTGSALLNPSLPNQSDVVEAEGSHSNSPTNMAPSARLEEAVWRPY
Target sequence (Q13951 whole entry, looked up): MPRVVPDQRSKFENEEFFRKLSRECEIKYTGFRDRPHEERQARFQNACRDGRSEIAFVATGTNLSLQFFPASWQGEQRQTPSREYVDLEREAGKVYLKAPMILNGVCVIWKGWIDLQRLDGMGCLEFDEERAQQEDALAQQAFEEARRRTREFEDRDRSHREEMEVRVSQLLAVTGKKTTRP
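Compounds were screened at multiple concentrations against a preformed CBF-beta(His)/RUNX1(biotin) complex (30 nM of each) for 15 min at room temperature, followed by 90 min with nickel and streptavidin beads and AlphaScreen reading.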
Numbers without * were called inactive; ? = inconclusive; . = no result given; [ ] = remark or other dose. Unless noted, the call rests on the fitted dose curve; in most records, active means well fitted curve in the direction sought with a large enough effect; inconclusive means small, poorly fitted or top-dose-only effect, or another doubt; inactive means no such curve, though single readings can be large; an effect the other way counts as inactive or inconclusive. Random draw from the library; any-hit rate near 4%.

SMILES | HTT ATP protect | SMN2 splice up | Luc counter | HTT aggregate | LMNA splice mod | IMPase Li cell | CBFb RUNX1 block
CC(=O)Nc1ccc(NC(=O)CSc2ccc(-c3ccco3)nn2)cc1 | -11.7% | 3.1% | 0.3% | 20.7%[9.22 µM] | 2.3%[46 µM] | 4.3% | ?
O=c1[nH]cc(C(F)(F)F)cc1NS(=O)(=O)c1ccc([N+](=O)[O-])cc1 | -11.9% | -6.1% | -2.1% | 8.7% | ? | 4.7% | 13.3%
CCN(CC)C(=O)CSC1=N/C(=C/c2ccco2)C(=O)N1c1ccc(OC)c(Cl)c1 | ? | -19.9% | -0.5% | ? | ? | 11.9% | -13.0%
Cc1nn(C2CCS(=O)(=O)C2)c(C)c1C=O (stereo not given) | -19.7% | 9.9% | -0.5% | 5.1% | . | 9.8% | ?
O=C(N1CCOCC1)N1CCCN(C(=O)N2CCOCC2)CC1 | -7.6%[0.074 µM] | 21.9% | -2.3% | -11.8% | -1.8% | 11.2%[38.3 µM] | 5.2%
Cc1ccc(N2CC(C(=O)NCc3ccc4c(c3)OCO4)CC2=O)cc1C (stereo not given) | 0.9%[10 µM] | -8.6% | -0.4% | 12.6% | 0.2% | 21.9%[38.3 µM] | 19.5%
Cc1ccc(SCc2cc(=O)[nH]c(Nc3nc(C)c4ccccc4n3)n2)cc1 | . | -20.1% | 0.5% | 16.9% | -8.5% | 0.8% | -4.6%
Cc1ccc(-c2nnn(CC(=O)N(Cc3cccs3)C(C(=O)NC3CCCCC3)c3ccco3)n2)o1 (stereo not given) | -60.5%[inhibitor] | 20.3% | -1.4% | 32.4% | 2.8% | 25.5%[38.3 µM] | 8.4%
O=C(CN1CCN(S(=O)(=O)/C=C/c2ccccc2)CC1)Nc1ccc(N2CCOCC2)cc1 | -24.3% | -5.8% | 1.2% | 23.8% | 1.5%[46 µM] | 3.2% | -24.4%
O=C(Nc1ccccc1Cl)N1CCn2c(nc3ccccc32)C1 | -6.8% | -31.8%[inhibitor] | 1.6% | 11.6%[9.22 µM] | 1.9% | -17.3%[38.3 µM] | -6.6%
CC(C)c1ccc(S(=O)(=O)N2CCCCC2)cc1 | -49.1%[inhibitor][10 µM] | -14.3% | -1.1% | -12.6% | ? | 5.8% | 5.2%
Cc1ccccc1NC(=O)CNC(=O)c1ccc(C(F)(F)F)cc1 | 14.8%[10 µM] | 11.7% | -2.1% | 5.5% | -3.8% | -9.4% | 15.5%
N/C(=N\c1nc2ccccc2o1)NC(=O)c1ccc(Cl)cc1 | 9.2%[10 µM] | ? | -2.2% | 18.8% | -6.2% | -8.7% | 22.2%
CN(C)S(=O)(=O)c1ccc(C(=O)OCC(=O)NC(=O)NCc2ccccc2)cc1 | -11.8%[10 µM] | 3.3% | -2.1% | 6.7% | -6.4% | -17.4%[38.3 µM] | 5.4%
CCCc1nc(N2CCCC2)c(C#N)c2c1CCCC2 | -40.1%[inhibitor] | -21.6% | -2.1% | -19.6% | 17.2% | -11.6%[38.3 µM] | 4.6%
Cc1c(C(c2cccc([N+](=O)[O-])c2O)c2c(C)n(C)n(-c3ccccc3)c2=O)c(=O)n(-c2ccccc2)n1C | -21.0% | 4.6% | -3.5% | 2.4% | 0.5% | -6.7%[38.3 µM] | 1.3%
CCc1nnc(NC(=O)/C=C/c2cccs2)s1 | -33.9%[inhibitor] | ? | 1.1% | 13.9% | . | -2.2% | -1.3%
COc1ccc(NC(=O)c2ccc(C(=O)c3cc(OC)ccc3OC)cc2)cc1 | -5.4% | 13.0% | -1.3% | -10.9% | 6.7% | ? | 5.6%
CN(C)c1cccc2c(S(=O)(=O)N3CCOCC3)cccc12 | -26.7% | -3.4% | -0.7% | -13.6% | -13.0% | 8.9%[38.3 µM] | 18.9%
CN(C)S(=O)(=O)c1ccc(C(=O)NCc2ccccc2)cc1 | -20.5% | 0.2% | 4.4% | 21.8% | 7.9% | 0.6%[38.3 µM] | 1.4%
CCOC(=O)c1ccc(NC(=S)NCCCN2CCN(C3CCCCC3)CC2)cc1 | -15.2% | -40.9%[inhibitor] | 0.9% | -16.3% | -9.9%[46 µM] | 5.4% | 5.6%
Cc1noc(C)c1-c1cc(NC2CCNCC2)ncn1 | 16.2% | . | . | . | -3.9% | -0.3% | .
Cc1onc(-c2c(Cl)cccc2Cl)c1C(=O)Nc1c(C)n(C)n(-c2ccccc2)c1=O | 8.9% | 17.3% | -0.4% | ? | -2.6% | 16.8%[38.3 µM] | -0.4%
O=C(NCC12CC3CC(CC(C3)C1)C2)c1nn2c(c1Cl)NC(c1ccco1)CC2C(F)(F)F (stereo not given) | -1.9% | -16.8% | -3.4% | -0.2% | ? | 22.0%[38.3 µM] | -4.6%
CC(C)(C)c1cc(NC(=O)COC(=O)C2CC2)n(-c2ccccc2)n1 | -9.2% | 13.0% | -3.5% | 8.6% | 3.4% | 7.2%[38.3 µM] | 1.8%
SMILES | HTT ATP protect | SMN2 splice up | Luc counter | HTT aggregate | LMNA splice mod | IMPase Li cell | CBFb RUNX1 block
Cc1ccccc1CS(=O)(=O)Cc1ccc(C(=O)NCc2ccco2)o1 | -0.7% | -7.8% | 0.3% | 8.6% | 5.4% | -5.2%[38.3 µM] | -1.5%
Cc1cc(=O)oc(C)c1C(=O)NCc1ccccc1 | 1.7% | 16.5% | 0.4% | 11.4% | 11.5% | -6.6%[38.3 µM] | -1.9%
CCCC1CCC(=NNC(=O)CNc2ccc(OC)cc2)CC1 (stereo not given) | 16.6%[0.074 µM] | -1.4% | -1.9% | -4.1% | 3.1% | -1.0% | 8.4%
C=CC[n+]1c(-c2ccc(Cl)cc2Cl)csc1Nc1c(C)n(C)n(-c2ccccc2)c1=O | -20.9%[1.9 µM] | -40.0%[inhibitor] | 0.3% | -4.1%[9.22 µM] | . | 26.5% | -1.6%
Cc1ccc(-c2[nH]c3ccccc3c2SCCNC(=O)c2cc3ccccc3oc2=O)cc1 | . | 3.8% | 4.4% | 11.6% | 5.9% | 22.9% | -4.7%[2.36 µM]
O=C(Nc1ccc(OC(F)F)c(Cl)c1)[C@@H]1CCCN1C(=O)c1cccs1 | 2.5%[10 µM] | -8.9% | 1.9% | 4.5% | 0.6% | 3.7% | -16.6%
O=C(CN=C1NS(=O)(=O)c2ccccc21)OCC(=O)c1cc(F)ccc1F | -13.1% | -7.2% | -0.5% | 18.3% | -9.4%[46 µM] | -9.5% | -2.4%
COCc1nnc(NC(=O)c2ccc(OC)cc2OC)s1 | -32.2%[10 µM] | 11.2µM* | -0.7% | -1.5%[9.22 µM] | . | -4.2% | 0.5%
O=C(NNC(=O)c1ccccc1[N+](=O)[O-])c1cnccn1 | 22.4% | 7.4% | -2.0% | 5.2% | 5.2% | 27.1%[38.3 µM] | -4.0%
Cn1cccc1C(=O)NC(=O)CSc1nnc(C2CC2)n1-c1ccccc1 | 4.8%[10 µM] | -16.8% | 1.1% | -10.3% | -5.1% | 20.4%[38.3 µM] | -9.8%
COc1ccc(OC)c(CNC(=O)C2CCN(S(C)(=O)=O)CC2)c1 | . | 24.9% | 0.2% | 19.6% | . | 1.0% | -1.6%
COc1ccccc1OCC(=O)Sc1ccc(C)cc1 | 4.4% | -3.6% | 10.1% | 1.4% | 10.4% | 1.1%[38.3 µM] | -2.1%
COc1ccc(Cl)cc1-n1c(N)c(C(N)=O)sc1=S | -6.3%[0.074 µM] | -4.3% | -1.3% | -17.5% | 16.3% | 1.8%[38.3 µM] | -3.1%
COc1ccccc1NC(=S)NCCc1ccc(Cl)cc1 | -30.5% | -2.9% | 2.5% | -5.8% | 2.1% | 9.6%[38.3 µM] | -3.5%
Clc1ccc2c(NCCNC3CCCCC3)ccnc2c1 | -2.7%[10 µM] | -62.0%[inhibitor][9.22 µM] | -4.0%[7.66 µM] | . | . | 10.2% | .
COc1ccccc1N1CCN(C2CCN(C3CCC(c4ccccc4)CC3)CC2)CC1 (stereo not given) | -51.2%[inhibitor] | . | . | -7.7% | . | 12.4% | -5.0%
Cc1ccc(S(=O)(=O)Nc2nc(C)c(NC(=O)Nc3ccc(Cl)cc3Cl)s2)cc1 | 0.7% | -2.4% | -6.8% | -9.9% | 12.0% | 13.8%[38.3 µM] | 0.3%
CN1CCN(c2nc(NCc3ccco3)nc(N)c2[N+](=O)[O-])CC1 | 3.7%[10 µM] | . | . | 2.5%[9.22 µM] | . | . | 5.8%
CC(=O)c1c(C)[nH]c2ccccc2c1=O | 10.2% | 4.3% | -2.5% | 5.9% | 11.1% | 4.4%[38.3 µM] | -2.2%
C/C(=N\N(C)C)C1=C(O)c2ccccc2C1=O | 19.9%[10 µM] | 22.8% | 1.1% | 13.6% | 5.9% | -6.7% | 1.0%
COc1ccc(NC(=O)CC2Oc3ccc(C)cc3NC2=O)cc1 (stereo not given) | -17.1% | -2.4% | -3.4% | -3.6% | -5.5% | 1.0%[38.3 µM] | -7.0%
COC(=O)c1sccc1NC(=O)c1ccccc1[N+](=O)[O-] | -2.2%[10 µM] | -9.1% | 4.6% | 3.9% | 2.2% | 5.9% | -1.0%
Cc1cc(C)n(CCc2nc(-c3ccc(-c4ccccc4)cc3)cs2)n1 | -15.4%[10 µM] | -49.0%[inhibitor] | 0.6% | ? | ? | 10.2% | 5.5%

Taken from above:
In LMNA splice mod, Cc1ccc(S(=O)(=O)Nc2nc(C)c(NC(=O)Nc3ccc(Cl)cc3Cl)s2)cc1 has 12.0%
In SMN2 splice up, COC(=O)c1sccc1NC(=O)c1ccccc1[N+](=O)[O-] has -9.1%
In SMN2 splice up, Clc1ccc2c(NCCNC3CCCCC3)ccnc2c1 has -62.0%[inhibitor][9.22 µM]
